Source: PubChem (Small Molecule Screening Facility, UW Madison)
SSB-PriA inh: inhibitors of Klebsiella pneumoniae PriA binding to SSB C-terminal tail, primary screen, biochemical, AlphaScreen; hit rate 0.6% among 430,000; AlphaScreen SSBct-PriA binding, biotinylated peptide; inhibition, % at 33 µM; PriA–SSB C-terminal tail interaction (Klebsiella pneumoniae); in the data active = inhibition mostly above about 37%, no sharp cut-off; inactive = mostly below about 20%;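 also: plate controls were negative control peptide for no effect and reference peptide for full effect; strong numbers were not always called active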
The depositor's hits bear a star; & = joins results of further samples. These rows are one share of the data; rates above refer to the full screens.

SMILES	SSB-PriA inh
O=C(CC1CCCCN1S(=O)(=O)c1ccc(F)cc1)Nc1ccc(F)cc1F (stereo not drawn)	-6
COc1cc(/C=C(\C#N)c2nc(-c3cc4ccccc4oc3=O)cs2)ccc1OCC(=O)c1ccccc1	-15
O=C(CN(Cc1ccccc1)S(=O)(=O)c1ccccc1)NN=Cc1ccccc1[N+](=O)[O-]	19
CCCCCCCCCS(=O)(=O)NN=Cc1cccc([N+](=O)[O-])c1	4
Cn1nc(CNC(=O)COc2ccccc2F)cc1-c1ccccn1	-8
O=C(Cn1nc(-c2cccc(Br)c2)ccc1=O)NC1CCCC1	-6
CC(=O)N1CCc2ccc(NS(=O)(=O)Cc3ccccc3Cl)cc21	-6
CSc1nc2ccc(NC(=O)C(=S)NC(=O)c3ccc(F)cc3)cc2s1	-9
COc1ccccc1C(=O)NC[C@H](O)c1sccc1C	-19
CCOc1ccc(CC(=O)N2CCN(Cc3nc(C)cs3)CC2)cc1	-15
Cc1ccccc1OCC(=O)Nc1ccc(-n2nnn(CC(=O)NC3CC3)c2=O)cc1	-10
CC(C)NC(=O)C(=O)NC(C)C	-13
COc1ccc(Cl)cc1NC(=O)CN1CCC(c2cccs2)CC1	5
Cc1cc(C)n(CCC(=O)NCc2cccnc2)n1	-6
O=C(Cc1ccc(Cl)cc1)Nc1ccc2c(c1)C(=O)Nc1ccccc1O2	-10
C/C=C/c1ccc(OCCSc2nc3ccccc3[nH]2)c(OC)c1	31
Cc1ccc([C@H](CNC(=O)C(=O)Nc2ccccc2Cl)N2CCN(C)CC2)cc1	6
O=C1CC2(CCN(C(=O)c3ccc(Br)o3)CC2)Oc2ccccc21	-6
Cn1cc(NC(=O)NCc2ccco2)c2ccccc21	-7
CCS(=O)(=O)c1ccc(-c2cccc(NC(=O)CCc3ccc(OC)cc3)c2)nn1	-15
CCN1CCN(C(=O)N(C/C=C/c2ccccc2)S(=O)(=O)c2ccc(C)cc2)CC1	-8
O=C(Nc1ccc(Cl)cc1)N1CCCC(c2nnc(-c3cccs3)o2)C1 (stereo not drawn)	-12&-10
COc1ccc(OS(=O)(=O)c2cc(OC)ccc2OC)cc1	-34
Cc1nc2sc(C)c(C)n2c(=O)c1NC(=O)c1ccc(F)cc1	-5
CCOc1ccccc1NC(=O)C[C@H]1CCCCN1S(=O)(=O)c1ccc(F)cc1	-6
(cont.)
SMILES	SSB-PriA inh
CCCCOc1ccccc1-c1cc(-c2nc(-c3ccc(Br)cc3)no2)[nH]n1	-26
COc1cc(C=NNC(=O)NC2CCCCC2)ccc1O	1
CCOc1cccc2sc(N(Cc3ccccn3)C(=O)CS(=O)(=O)c3ccc(OC)cc3)nc12	3
O=C(NCc1cccc(C(F)(F)F)c1)[C@@H]1CCCN1c1nc2ccccc2o1	-7
Cc1nccn1-c1ccc(=O)n(CCN)n1	1
CCc1c(C)nc(SCC(=O)NCCc2ccccc2)[nH]c1=O	-8
CC(C)C(=O)N1CCCc2ccc(NC(=O)Cc3ccc(Cl)cc3)cc21	-14
Cc1cc(C)c(NC(=O)CSc2nnc(NC(=O)c3cccc([N+](=O)[O-])c3C)s2)c(C)c1	-3
CC(=O)c1c(C)oc2c1c1c(c3ccccc32)OCN(C2CCS(=O)(=O)C2)C1 (stereo not drawn)	-6
CCOc1ccccc1NC(=O)CSc1ccc2nnc(-c3cccc(F)c3)n2n1	4
COC(=O)c1ccc(C(=O)N2CCC(Oc3cnccn3)CC2)cc1	0
Cc1ccc(Cl)cc1N1CCN(C(=O)CCn2cnc3c([nH]c4ccc(F)cc43)c2=O)CC1	-3
CCOc1ccc(S(=O)(=O)N2CCC(c3ccc4c(c3)OCO4)C2)cc1F (stereo not drawn)	-14
O=C(Nc1nnc(-c2ccc(Br)o2)o1)c1ccc(F)cc1F	4
Cc1ccc(-c2nnc(NC(=O)c3ccc(Br)s3)o2)c(C)c1	-4
CCOC(=O)C1CCCN(c2nc3c(S(=O)(=O)c4ccc(C(C)C)cc4)nnn3c3ccccc23)C1 (stereo not drawn)	0
O=C(O)CC1CSc2nc3c(cnn3-c3cccc(Cl)c3)c(=O)n21 (stereo not drawn)	8
CCOc1ccc(S(=O)(=O)Nc2cc(Cl)c(O)c3ccccc23)cc1	9
COc1ccc(/C=C\C(=O)NCc2cc(-c3cccs3)on2)cc1OC	7
CSc1cccc(-n2nnc(C(=O)OCc3nc(-c4cccc(Cl)c4)oc3C)c2C)c1	1
Cc1cc(=O)n2c3ccccc3n(C[C@@H](O)Cn3ccnc3)c2c1C#N	7
Cc1ccc(C)c(NC(=O)CSc2ncccn2)c1	-7
COC(=O)c1ccc(NN=Cc2cc([N+](=O)[O-])cc(OC)c2O)cc1	-9
O=C(Cc1ccccc1Cl)N1CCC[C@@H]1CS(=O)(=O)c1ccccc1	-11
COc1ccc(C(=O)NCCCc2ccc(N(C)C)cc2)cc1	6

Among those listed so far, these have two or more sulfur atoms.
SMILES	SSB-PriA inh
CSc1nc2ccc(NC(=O)C(=S)NC(=O)c3ccc(F)cc3)cc2s1	-9
CCOc1cccc2sc(N(Cc3ccccn3)C(=O)CS(=O)(=O)c3ccc(OC)cc3)nc12	3
Cc1cc(C)c(NC(=O)CSc2nnc(NC(=O)c3cccc([N+](=O)[O-])c3C)s2)c(C)c1	-3

Carrying on.
SMILES	SSB-PriA inh
O=C(c1ccno1)N(CCCN1CCOCC1)c1nc2ccc(F)cc2s1	-10
Cc1cc(NC(=O)c2cc(Cl)sc2Cl)n(-c2nc3ccccc3s2)n1	-14
CC(C)(C)C1=N/C(=C\c2ccccc2[N+](=O)[O-])C(=O)O1	12
COC(=O)c1ccc(NC(=O)CN2CCN(Cc3nc(-c4ccco4)cs3)CC2)cc1	7
CCn1nc(C)cc1C(=O)N(CCCN(C)C)c1nc2c(OC)ccc(Cl)c2s1	-8
O=C(NCc1ccccn1)C(=O)c1cn(CC(=O)N2CCOCC2)c2ccccc12	-6
CCC(NC(=O)c1n[nH]nc1-c1ccc(F)cc1)c1cccs1 (stereo not drawn)	-14
O=S(=O)(/C=C/c1ccccc1)NCCn1ccn2nccc12	-33
O=C(C1CC1)N1CCN=C1SCc1cccc(Cl)c1	-15&-9
CCOc1ccc(-c2nc(COC(=O)c3nnn(-c4cc(C)cc(C)c4)c3C)c(C)o2)cc1OC	-6
O=C(Nc1ccc2scnc2c1)c1cccc([N+](=O)[O-])c1	-5
O=C(/C=C/c1cccc([N+](=O)[O-])c1)Nc1cccc(Br)c1	26
Cc1cncnc1N1CCN(C(=O)Nc2ccccc2Cl)CC1	-17
O=C(Nc1nnc(-c2ccc(Br)s2)o1)c1ccccc1F	-11&-1
Oc1ccc2c3c1CCCN3CCC2	7
CC(C)(C)C(O)CCNC(=O)CSCc1ccccc1 (stereo not drawn)	-3
O=C(Cc1c(F)cccc1Cl)NCC1CCCN(c2nccs2)C1 (stereo not drawn)	7
CCN(CC)C(=O)CSc1ccccc1[N+](=O)[O-]	-3
COc1cc(NS(=O)(=O)c2ccc(NC(=O)c3ccc4c(c3)OCCO4)cc2)nc(OC)n1	-19&1
Cc1c(C(C)(C)C)sc(=NS(=O)(=O)c2ccccc2)n1C	-6
CCOc1cc(S(=O)(=O)Nc2ccccc2C(=O)O)ccc1Br	-7
CN(C)C(CNC(=O)Cc1ccc(Cl)cc1)c1ccsc1 (stereo not drawn)	6
CC(=NOCC(=O)OCC(=O)N(C)c1ccccc1)c1ccc2c(c1)OCO2	0
COc1ccc(O)c(C(=O)/C=C/c2ccc3c(c2)OCCO3)c1	6
Cc1noc(C)c1S(=O)(=O)NCCn1nc(-c2ccccn2)cc1C1CC1	-10
The results go on:
SMILES	SSB-PriA inh
O=C(NCCn1ccc(-c2ccsc2)n1)c1ccccc1Br	-8
Cc1ccccc1NC(=O)CSc1nc2c(-c3ccccc3)c[nH]c2c(=O)[nH]1	-12
O=S(=O)(c1ccc(Cl)cc1)N1CCC(c2nc(-c3cccnc3)no2)CC1	-24
O=C1CCCCN1c1ccc(NS(=O)(=O)Cc2cc(F)ccc2F)cc1	-9
COc1ccc(C=NNC(=O)c2cc(-c3cccnc3)nc3ccccc23)c(OC)c1	-7
CCOC(=O)c1ccccc1NC(=O)CC1NCCNC1=O (stereo not drawn)	-6
Cc1cc(O)c(C(=O)Nc2cccc(Cl)c2)c(=O)n1Cc1ccco1	-19&-12
O=C(Nc1ccccc1)c1cc2ccccc2c(=O)o1	-7&2
CCNC(=O)C(=O)NCCCCN1CCOC(c2ccccc2)C1 (stereo not drawn)	-5
COc1cc(NC(=O)c2ccccc2)c(OC)cc1NC(=O)C=C(C)C	9
CC(=CC(=O)C(F)(F)F)Nc1ccc(C(F)(F)F)cc1	-18
Cc1ccc2nc(NC(=O)C3CCN(c4ccc(-c5cccs5)nn4)CC3)sc2c1	-16
CCOc1cccc2sc(=NC(=O)c3ccc(S(=O)(=O)N4CC(C)OC(C)C4)cc3)n(CCOC)c12 (stereo not drawn)	-10
Cc1cn2nnc(C(=O)Nc3nccs3)c2c(=O)[nH]1	-15
O=C(COc1cccc2ccccc12)N/N=C\c1cc(Br)ccc1O	-24
CC1=C(C(=O)Nc2ccccc2F)C(c2ccc(Cl)cc2Cl)NC(=O)N1 (stereo not drawn)	4
CCCn1c(SCc2nc(-c3ccccc3C)oc2C)nc2ccccc2c1=O	-3
CC(C)C(=O)N1CCCc2cc(N)ccc21	19
O=C(CN1N=C(c2ccccc2)c2ccccc2S1(=O)=O)NCCc1cccs1	-4
O=C(NN=Cc1ccc(N2CCOCC2)o1)c1cccc([N+](=O)[O-])c1	0
CCOC(=O)c1c(N=CN(C)C)sc(C)c1C	-1
O=C(Cc1ccccc1)NCCOc1ccc2nnc(-c3ccc(F)cc3)n2n1	-19
N#CCSc1nc2ccc(Br)cc2c2nc3ccccc3n12	3
CCOC(=O)Cn1c(-c2nnc(CC)o2)cc2ccccc21	-5&16
CCCNC(=O)c1nnn(-c2ccc(OC)c(Cl)c2)c1C	-8
Next part.
SMILES	SSB-PriA inh
O=S(=O)(NCC1CCN(c2ccncc2)CC1)C1CC1	-20
CCc1ccc(S(=O)(=O)Nc2ccc(O)cc2)cc1	-5
O=C(Cc1ccc(F)cc1)NCC1CCN(c2ncccn2)CC1	16
COc1cccc(/C=C/C(=O)c2c(C)nc3ccc(Cl)cc3c2-c2ccccc2)c1OC	8
Cc1cc(C)nc(N=C(NC(=O)C(C)(C)C)Nc2ccccc2)n1	-6
COC(=O)N1CCc2ccc(NC(=O)c3ccc4nsnc4c3)cc2C1	3
COc1ccc(-c2ccc(=O)n(CCNC(=O)c3ccccn3)n2)cc1	7
Cc1ccc(C)c(N2C(=O)N(Cc3c(F)cccc3Cl)C3CS(=O)(=O)CC32)c1 (stereo not drawn)	-35
C=CCn1c(SCC(=O)Nc2sc3c(c2C(=O)OCC)CCCCC3)nc2scc(-c3ccccc3Cl)c2c1=O	-13&-9
COc1cccc2cc(-c3csc(NN=C4CCN(C)CC4)n3)c(=O)oc12	27
CCOC(CC(OCC)C(=O)c1ccccc1)C(=O)c1ccccc1 (stereo not drawn)	-25
CCOCC(=O)NC[C@@](O)(c1ccccc1)C1CC1	-6
CCc1cc(=O)n(CCNC(=O)COc2ccc(F)cc2F)cn1	-4
Cn1nccc1C=NNC(=O)c1ccc(Cl)cc1	-7
CC1(O)CS(=O)(=O)CC1(C)O (stereo not drawn)	-15&1
O=C(NC[C@H]1CN(c2ccccc2)C(=O)O1)c1cc2n(n1)CCCO2	-9
CN(C)CCCN(C(=O)c1cccc(C(F)(F)F)c1)c1nc2cc3c(cc2s1)OCO3	-3
O=C(Nc1nc(-c2ccccc2)ns1)c1ccc(F)cc1	-13
COC(=O)c1ccc(C(=O)NCc2cncc(-c3cccs3)c2)cc1	-19
COc1cc(C2C(=C(O)c3ccc4c(c3)CC(C)O4)C(=O)C(=O)N2c2nnc(C)s2)cc(OC)c1OC (stereo not drawn)	-10
O=C(CCNc1n[nH]c(=O)[nH]c1=O)NN=Cc1ccccc1Br	-4
CSc1ccccc1C(=O)Nc1nc(CN2CCc3ccccc3C2)cs1	-6
CCSc1ccccc1C(=O)NCCn1nc(C(F)(F)F)n(C)c1=O	-10
O=C1CC(c2nc(-c3ccc(Br)cc3)no2)CN1c1ccc2c(c1)OCO2 (stereo not drawn)	-16
Cc1ccc(-c2ccc3nn(CC(=O)Nc4ccc(Cl)c(C(F)(F)F)c4)c(=O)n3n2)cc1C	-4
O=C(/C=C/c1cccs1)c1cccs1	2
C=c1cc(C)ccc1=C1NN=C(NC(=O)c2ccc(S(=O)(=O)N(C)C)cc2)O1	-12

Ordered by molecular weight (highest first): part of the list above
SMILES	SSB-PriA inh
Cc1ccc(C)c(N2C(=O)N(Cc3c(F)cccc3Cl)C3CS(=O)(=O)CC32)c1 (stereo not drawn)	-35
COC(=O)N1CCc2ccc(NC(=O)c3ccc4nsnc4c3)cc2C1	3
Cn1nccc1C=NNC(=O)c1ccc(Cl)cc1	-7

7 records picked at random from those above:
SMILES	SSB-PriA inh
CC(C)C(=O)N1CCCc2ccc(NC(=O)Cc3ccc(Cl)cc3)cc21	-14
CC(=NOCC(=O)OCC(=O)N(C)c1ccccc1)c1ccc2c(c1)OCO2	0
O=C(Nc1ccc(Cl)cc1)N1CCCC(c2nnc(-c3cccs3)o2)C1 (stereo not drawn)	-12&-10
O=C(NCc1cccc(C(F)(F)F)c1)[C@@H]1CCCN1c1nc2ccccc2o1	-7
O=C(Nc1ccc2scnc2c1)c1cccc([N+](=O)[O-])c1	-5
O=C(Nc1nnc(-c2ccc(Br)s2)o1)c1ccccc1F	-11&-1
CCOC(=O)C1CCCN(c2nc3c(S(=O)(=O)c4ccc(C(C)C)cc4)nnn3c3ccccc23)C1 (stereo not drawn)	0
